Source: PubChem
FXIa inh mix – inhibitors of human coagulation factor XIa, pooled mixtures; purified FXIa, fluorogenic substrate; inhibition, % at 5 µM; 0.19% of 62,000 active; AID 680;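 also: each value is inhibition by a whole ten-compound pool holding the compound; 0% = enzyme with no mixture and 100% = wells lacking enzyme; strong numbers were not always called active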
Cathepsin G inh – inhibitors of human cathepsin G. purified enzyme, AMC-tetrapeptide fluorescence, pooled mixtures. 0.2% of 62,000 active. inhibition, % at 5 µM (by protocol);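 active = inhibition above 20% in each of the two mixture wells holding the compound; inactive = inhibition of 20% or less in either well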;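 also: 0% = enzyme control without mixture and 100% = blank lacking enzyme; strong numbers were not always called active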
Target sequence (P08311 21-244 limits assumed): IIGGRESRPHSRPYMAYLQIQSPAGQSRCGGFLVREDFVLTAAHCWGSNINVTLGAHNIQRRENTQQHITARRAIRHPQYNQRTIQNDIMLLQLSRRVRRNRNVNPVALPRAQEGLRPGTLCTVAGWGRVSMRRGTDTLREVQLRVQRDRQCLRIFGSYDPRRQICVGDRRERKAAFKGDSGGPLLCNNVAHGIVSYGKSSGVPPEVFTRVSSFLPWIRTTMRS
C1s inh – human complement C1s inhibition; mean inhibition % of two 10-compound mixtures (stronger effect = higher value), % at 5 µM (by protocol); 0.16% of 62,000 active; AID 538; purified C1s, fluorogenic AMC substrate, pooled mixtures;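 active = inhibition above 20% in each of the two 10-compound mixture wells holding the compound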;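 also: 0% = enzyme wells lacking compound mixture and 100% = no-enzyme blank wells; some compounds called inactive have numbers as strong as hits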
AP complement – orthogonal test for alternative complement pathway inhibitors; Human serum alternative complement pathway, LPS-coated ELISA, C3 deposition; tested in compound mixtures; inhibition, % at 5 µM; 0.08% of 62,000 active;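 active = inhibition above 30% in each of the two pooled mixtures holding the compound, so the lower value exceeds 30%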;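 also: 0% = serum in Mg-EGTA without compound and 100% = EDTA serum blank; some compounds past the cut are filed as inactive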
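Test system: human serum complement alternative pathway, C3 deposition onto LPS / Medium: Mg2+-EGTA GVB++ buffer containing human serum at 1:15 dilution / Probe or stimulus: Plate-bound LPS / Times: 1 h at 37 °C / Signal: ELISA with HRP anti-human C3 antibody, TMB substrate, absorbance 450 nm / Measure: percent inhibition / Repeats: two pool placements per compound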
CatS inh – human cathepsin S inhibition; 0.06% of 62,000 active; P25774; inhibition, %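 (tested at 5 µM per compound within 10-compound mixtures)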; AID 501; recombinant cathepsin S, AMC dipeptide fluorescence, pooled mixtures; in the data active = inhibition above about 32%, passing the limit was not always enough;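 also: 0% = enzyme without compound and 100% = blank without enzyme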
Target sequence (P25774 115-331 limits assumed): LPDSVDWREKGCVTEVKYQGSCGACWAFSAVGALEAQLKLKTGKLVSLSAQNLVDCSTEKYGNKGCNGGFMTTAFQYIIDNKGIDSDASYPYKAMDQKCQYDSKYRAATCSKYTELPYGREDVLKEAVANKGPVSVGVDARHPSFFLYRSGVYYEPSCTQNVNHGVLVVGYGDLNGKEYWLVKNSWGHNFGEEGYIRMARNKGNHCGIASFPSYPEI
CatB mix inh – inhibitors of human cathepsin B in compound mixtures; P07858; Purified cathepsin B, AMC dipeptide fluorescence; inhibition, %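 (ten-compound pools at 5 µM per compound and 50 µM total)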; 0.06% of 62,000 active; in the data active = inhibition above about 22%, passing the limit was not always enough;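 also: 0% = enzyme without compound and 100% = no enzyme blank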
CatB block – inhibitors of human cathepsin B; purified cathepsin B, fluorogenic substrate, fluorescence; inhibition, %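 (tested at 10 µM)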; P07858; 0.1% of 63,000 active; AID 453; in the data active = inhibition above about 21%;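 also: 0% = enzyme with no compound and 100% = no enzyme blank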
CatL block – blocks human cathepsin L protease activity; purified cathepsin L, fluorogenic substrate, fluorescence; inhibition, %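 (tested at 10 µM)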; 0.17% of 58,000 active; AID 460; in the data active = inhibition above about 45%;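 also: 0% = enzyme with no compound and 100% = no enzyme blank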
FXIIa mix inh – inhibitors of human coagulation factor XIIa, pooled mixtures. P00748. purified FXIIa, fluorogenic substrate. inhibition, % at 5 µM. 0.2% of 62,000 active. AID 684;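 also: 0% = enzyme without compound and 100% = no enzyme blank; some results filed as inactive read as strong as hits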
Target sequence (P00748 20-372 limits assumed): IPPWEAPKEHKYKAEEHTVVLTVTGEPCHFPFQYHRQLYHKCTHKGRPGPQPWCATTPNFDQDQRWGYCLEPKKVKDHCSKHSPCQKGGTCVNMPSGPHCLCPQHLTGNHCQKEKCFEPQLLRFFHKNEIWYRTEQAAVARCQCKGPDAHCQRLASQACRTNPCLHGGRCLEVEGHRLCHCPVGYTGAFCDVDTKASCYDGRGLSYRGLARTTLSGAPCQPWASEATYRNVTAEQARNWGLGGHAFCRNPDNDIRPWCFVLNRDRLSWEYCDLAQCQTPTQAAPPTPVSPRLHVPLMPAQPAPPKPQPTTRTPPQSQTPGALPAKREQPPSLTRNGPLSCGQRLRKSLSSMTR
Target sequence (P00748 373-615 limits assumed): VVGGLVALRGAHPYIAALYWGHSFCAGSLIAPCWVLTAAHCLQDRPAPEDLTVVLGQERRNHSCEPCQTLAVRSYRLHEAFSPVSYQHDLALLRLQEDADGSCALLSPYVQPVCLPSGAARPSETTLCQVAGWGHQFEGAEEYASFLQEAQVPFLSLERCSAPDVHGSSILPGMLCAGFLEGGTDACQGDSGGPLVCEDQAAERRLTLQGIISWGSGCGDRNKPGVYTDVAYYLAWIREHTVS
* hit, by the source's call; . = not tested or not shown. Rule as the data show it, unless noted: active = inhibition above about 20% (passing the limit was not always enough); inactive = the rest.

SMILES	FXIa inh mix	Cathepsin G inh	C1s inh	AP complement	CatS inh	CatB mix inh	CatB block	CatL block	FXIIa mix inh
Cc1[nH]nc2c1C(CCc1ccccc1)C(C#N)=C(N)O2 (centres undefined)	6	-8	-14	-11	21	8	2	8	5
O=C(CSc1nnc(-c2ccco2)n1Cc1ccccc1)NC(=O)NCc1ccccc1	5	-31	-15	0	8	0	-2	-2	-18
CCCCN(C(=O)NC(=O)Nc1ccccc1C)S(C)(=O)=O	5	-2	-10	8	12	0	1	4	5
COC(=O)c1ccc2c(=O)n(CCCCCC(=O)N3CCN(c4ccc(F)cc4)CC3)c(=O)[nH]c2c1	8	9	13	24	1	5	3	12	10
CCN1C(=O)N(CN2CCOCC2)C2C1N(CN1CCOCC1)C(=O)N2CC (centres undefined)	1	11	14	3	3	4	2	16	3
Cc1ccoc1C(=O)NCc1occc1C(=O)O	0	-3	-15	-5	8	-8	-3	9	10
COCCn1c(CN2CCN(C)CC2)nc2c1c(=O)n(C)c(=O)n2C	3	-10	-54	-8	6	4	5	.	6
Cc1cc(NC(=O)c2cccc(N3C(=O)CCC3=O)c2)no1	6	9	17	19	-5	4	3	-6	0
O=C(Nc1ccccc1C(=O)N1CCOCC1)c1cccc(S(=O)(=O)N2CCCC2)c1	7	13	20	7	2	6	3	29	-1
CCN(C(=O)CCN1C(=O)c2ccccc2C1=O)C1CCCCC1	7	8	9	11	-4	2	2	7	-5
COc1ccc(OC)c(C2C(C(N)=O)=C(C)Nc3nc(-c4cccc(Cl)c4)nn32)c1 (centres undefined)	1	0	7	2	7	-1	2	8	11
Cc1ccc(-n2c(SCC(=O)Nc3ccc4c(c3)OCO4)nnc2-c2ccoc2C)cc1	1	-4	-13	-1	7	6	6	-2	5
O=C1NC2(CCOc3ccccc32)C(=O)N1CC(=O)N(Cc1ccccc1)C1CCS(=O)(=O)C1 (centres undefined)	2	8	1	-6	-4	-1	3	-3	-16
Cc1ccc(S(=O)(=O)N(C)CC(=O)N2CCOCC2)cc1	0	-9	-33	10	-5	-1	3	-8	10
COCCNC(=O)C(c1cccs1)N(C(=O)Cn1nnc2ccccc21)c1ccc2c(c1)OCO2 (centres undefined)	-3	5	-1	-2	4	-1	-3	9	-14
O=C(Nc1ccc2c(c1)OCO2)N1CCN(C(=O)C2CCCO2)CC1 (centres undefined)	4	-16	-5	-10	-5	3	2	-3	-15
Cc1c(-c2ccco2)[n+](=O)c2c(n1[O-])CCC2	3	-3	1	17	-4	2	2	-2	12
O=C(CN1CCCC1)Nc1ccc(NC(=O)Nc2ccccc2Cl)cc1	3	7	0	9	-3	1	1	7	17
CCOC(=O)N1CCC2(CC1)CC(=O)c1cc(O)ccc1O2	4	10	14	8	-2	3	2	-2	10
CC1(C)C/C(=N\O)c2cc3c(nc2C1)CCCC3	8	2	-6	9	-3	7	1	.	-17
O=C1CC(N2CCC(O)CC2)C(=O)N1c1ccc(Br)cc1 (centres undefined)	-2	1	3	-1	4	1	1	6	1
Cc1cc(C)cc(NC(=O)CCN2CC(C)OC(C)C2)c1 (centres undefined)	5	9	13	6	-2	2	3	4	6
COCCNc1cc(C)nc2c(-c3ccccc3OC)c(C)nn12	9	12	15	17	-5	2	4	.	7
O=C(Nc1nccs1)c1ccc(Cl)c(S(=O)(=O)N2CCCCC2)c1	9	12	14	15	19	8	1	9	-1

Ordered by SMILES length (largest number first): twelve of the compounds above
SMILES	FXIa inh mix	Cathepsin G inh	C1s inh	AP complement	CatS inh	CatB mix inh	CatB block	CatL block	FXIIa mix inh
O=C1NC2(CCOc3ccccc32)C(=O)N1CC(=O)N(Cc1ccccc1)C1CCS(=O)(=O)C1 (centres undefined)	2	8	1	-6	-4	-1	3	-3	-16
COCCNC(=O)C(c1cccs1)N(C(=O)Cn1nnc2ccccc21)c1ccc2c(c1)OCO2 (centres undefined)	-3	5	-1	-2	4	-1	-3	9	-14
COc1ccc(OC)c(C2C(C(N)=O)=C(C)Nc3nc(-c4cccc(Cl)c4)nn32)c1 (centres undefined)	1	0	7	2	7	-1	2	8	11
O=C(Nc1ccccc1C(=O)N1CCOCC1)c1cccc(S(=O)(=O)N2CCCC2)c1	7	13	20	7	2	6	3	29	-1
O=C(Nc1nccs1)c1ccc(Cl)c(S(=O)(=O)N2CCCCC2)c1	9	12	14	15	19	8	1	9	-1
COCCn1c(CN2CCN(C)CC2)nc2c1c(=O)n(C)c(=O)n2C	3	-10	-54	-8	6	4	5	.	6
O=C(CN1CCCC1)Nc1ccc(NC(=O)Nc2ccccc2Cl)cc1	3	7	0	9	-3	1	1	7	17
Cc1cc(NC(=O)c2cccc(N3C(=O)CCC3=O)c2)no1	6	9	17	19	-5	4	3	-6	0
Cc1ccc(S(=O)(=O)N(C)CC(=O)N2CCOCC2)cc1	0	-9	-33	10	-5	-1	3	-8	10
Cc1c(-c2ccco2)[n+](=O)c2c(n1[O-])CCC2	3	-3	1	17	-4	2	2	-2	12
Cc1cc(C)cc(NC(=O)CCN2CC(C)OC(C)C2)c1 (centres undefined)	5	9	13	6	-2	2	3	4	6
CC1(C)C/C(=N\O)c2cc3c(nc2C1)CCCC3	8	2	-6	9	-3	7	1	.	-17

More records:
SMILES	FXIa inh mix	Cathepsin G inh	C1s inh	AP complement	CatS inh	CatB mix inh	CatB block	CatL block	FXIIa mix inh
CC(C)c1[nH]nc2c1C(Cc1ccccc1)C(C#N)=C(N)O2 (centres undefined)	5	10	13	1	4	4	3	.	-2
COc1ccc(-n2c(=O)c3ccccc3n(CC(=O)NC3CCCCC3)c2=O)c(OC)c1	5	25	-1	8	18	7	-3	13	10
Cc1ccccc1N(CC(=O)NCc1ccncc1)S(C)(=O)=O	-1	7	-1	6	14	6	2	6	-28
O=C(O)c1cc(N2C(=O)C3C4C=CC(C4)C3C2=O)ccc1NCc1cccnc1 (centres undefined)	1	-4	-31	15	-2	3	-1	12	-15
Cc1noc(NS(=O)(=O)c2ccc(N3CC(O)=C(c4ccccc4)C3=N)cc2)c1C	-33	-29	-80	-8	-13	-15	5	5	1
CCOC(=O)c1cnc(-n2cc(C)cn2)nc1NCc1ccc2c(c1)OCO2	6	13	10	10	9	4	-1	-4	-3
Cc1cccnc1NC(=O)C(C)Oc1ccccc1 (centres undefined)	7	2	2	8	-5	-3	-3	-4	12
O=C(NC1CCCCC1)c1ccc(CS(=O)(=O)Cc2ccccc2F)o1	-1	9	16	1	2	2	1	2	-14
CCS(=O)(=O)N1CCCC(C(=O)NCCCN2CCCC2=O)C1 (centres undefined)	1	9	15	23	-2	4	5	-4	6
CCOC(=O)C1CCc2nc3ccccc3c(=O)n21 (centres undefined)	5	-4	-21	10	-14	1	-7	17	-8
Cn1c(=O)cc(SCC(=O)NCCCN2CCOCC2)c2ccc(Cl)cc21	-3	-3	-5	6	-1	1	-2	-1	1
CCOc1cc(C(C#N)N2CCOCC2)ccc1OC (centres undefined)	2	12	11	17	-5	4	2	-5	2

Arranged by the number under FXIa inh mix (smallest number first): 3 from the list above
compound	FXIa inh mix	Cathepsin G inh	C1s inh	AP complement	CatS inh	CatB mix inh	CatB block	CatL block	FXIIa mix inh
Cc1noc(NS(=O)(=O)c2ccc(N3CC(O)=C(c4ccccc4)C3=N)cc2)c1C	-33	-29	-80	-8	-13	-15	5	5	1
CCS(=O)(=O)N1CCCC(C(=O)NCCCN2CCCC2=O)C1 (centres undefined)	1	9	15	23	-2	4	5	-4	6
CCOC(=O)c1cnc(-n2cc(C)cn2)nc1NCc1ccc2c(c1)OCO2	6	13	10	10	9	4	-1	-4	-3

Later entries
SMILES	FXIa inh mix	Cathepsin G inh	C1s inh	AP complement	CatS inh	CatB mix inh	CatB block	CatL block	FXIIa mix inh
CCn1c(=O)cc(SCC(=O)NCc2ccc3c(c2)OCO3)c2ccccc21	4	3	-58	8	5	2	4	10	3
COc1ccc(OC)c(NC(=O)C2CCN(S(=O)(=O)c3cccs3)CC2)c1	7	0	-27	10	0	9	-2	2	5
N#CCCSCc1ccc2oc(C(=O)O)cc2c1	7	0	6	17	2	9	-5	22	6
C=CCOc1cccc(C2c3c(oc4ccc(F)cc4c3=O)C(=O)N2CCCN2CCOCC2)c1 (centres undefined)	3	13	16	34*	-3	5	2	-1	5
CCN=C1SCC(=O)N1c1ccc(OC)cc1	1	5	-2	12	0	-6	3	-13	5
CCCCOc1ccc(/C=c2\sc3ncnn3c2=O)cc1	-1	6	-5	24	4	-1	5	4	-2
O=C(On1c(-c2ccccc2)nc2ccccc2c1=O)c1ccco1	6	30	10	16	-16	5	-1	3	5
O=C(NCc1ccccc1)C1CCCN(S(=O)(=O)c2cccnc2)C1 (centres undefined)	1	5	3	2	4	-4	2	4	3
COC(=O)COc1ccc(S(=O)(=O)Nc2ccc(NC(C)=O)cc2)cc1	6	14	19	-2	7	0	4	12	4
O=C(O)C(CCCCN1C(=O)c2ccccc2C1=O)N1C(=O)c2ccccc2C1=O (centres undefined)	2	-3	-21	12	2	6	-5	20	11
Cc1n[nH]c(C)c1SCC(=O)Nc1ccc(F)cc1	-6	-2	-51	5	-15	-1	3	-6	2
Cc1ccc(C(C(=O)NCc2ccco2)N(CC2CCCO2)C(=O)Cn2nnc3ccccc32)cc1 (centres undefined)	-9	-1	-68	8	-23	-3	4	9	-17
Cc1ccc(-n2nnnc2SC(C)C(=O)Nc2ccc(Cl)cn2)cc1 (centres undefined)	2	0	-8	-7	13	1	5	18	15
Cc1ccc(CCNC(=O)C2CCC(=O)N2C(C)C)cc1 (centres undefined)	8	0	-24	23	-3	3	-6	-13	2
O=C(NCC1CCCO1)c1ccc2c(c1)N(Cc1ccccc1)C(=O)CS2=O (centres undefined)	6	-1	0	7	-4	1	6	.	20
CCNS(=O)(=O)c1cc(S(C)(=O)=O)ccc1Cl	20	-1	-2	-9	-5	2	1	-4	1
O=c1[nH]n(-c2ncnc3c2cnn3-c2ccccc2)c(=O)c2ccccc12	9	-4	-4	19	-4	0	3	-2	13
CC12CN3CCN(CC(C3)C1(O)CN1CCCCC1)C2 (centres undefined)	-12	-4	-22	3	2	0	3	7	-4
Cn1c(SCC(=O)Nc2ccccc2F)nnc1-c1ccc(S(=O)(=O)N2CCOCC2)cc1	5	10	5	-2	2	3	-1	-2	-16
CCOc1ccccc1Oc1coc2cc(O)ccc2c1=O	4	-2	-12	7	8	5	5	9	-4
O=C(Cn1cnc2c(cnn2-c2ccccc2)c1=O)N1CCCc2ccccc21	-7	-8	-26	-16	-11	-2	0	13	4
Cc1nnc2n(c1=O)C(CS(=O)(=O)c1ccccc1)CS2 (centres undefined)	8	8	9	14	-1	1	3	-6	-1
CCOCCn1c(CN2CCCC(C)C2)nc2c1c(=O)n(C)c(=O)n2C (centres undefined)	8	6	12	13	-11	0	4	5	13
O=C(c1ccccc1)c1coc2ccc(O)c(CN3CCOCC3)c12	9	13	16	15	-17	5	4	1	-3
CCOC(=O)C1CCN(C(=O)Cn2cc(C(=O)c3ccco3)c3ccccc32)CC1	7	12	17	19	-1	5	4	2	-21
CCOCCCNC(=O)c1cn(CC(C)C)c(=O)c2cc(OC)c(OC)cc12	7	4	-5	13	-2	2	5	5	-2

These rows are one share of the data. The share of hits here may be higher or lower than overall.
